Bioassay records (PubChem)
HSP90 refold inh = HSP90 inhibitors, primary screen, cell lysate, luminescence. Heat shock protein HSP 90 (rabbit reticulocyte lysate; luciferase refolding). Rabbit reticulocyte lysate, luciferase refolding luminescence, 3 h. inhibition, % at 5.6 µM. 0.91% of 290,000 active. AID 1789, 2009;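 active means inhibition above the screen-wide mean plus 3 SD, computed separately per campaign, cut at about 16% in these data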;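 further: 0% = DMSO wells and 100% = 60 µM geldanamycin wells; inhibitors lower the luminescence because luciferase stays unfolded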
AI-2 QS modul = Vibrio harveyi AI-2 quorum sensing modulators, primary screen, JMH597 strain, luminescence/OD600 ratio; Vibrio harveyi JMH597 AI-2 luminescence/OD600 ratio, 9 h; hits give low values; strain lacks LuxN and CqsS sensors; 0 = neutral-control median; AID 2094, 2009; activity change, % at 7.5 µM; 0.4% of 300,000 active; in the data active means activity change below about -75%, passing the limit was not always enough; inconclusive means no clear call, values can overlap the other calls;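 further: luminescence divided by OD600 gain over 9 h not by final OD600 alone; inactives centre near 13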
Platelet DG rel = inhibitors of platelet dense granule secretion, primary screen, cell-based, MLPCN, human platelets | inhibition, %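 (compounds screened at 7.5 µM in platelet-rich plasma)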 | human platelet-rich plasma, SFLLRN dense granule ATP release, luminescence | 0.22% of 300,000 active | AID 1663, 2009;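 active means mean replicate score, as percent of positive control, at or above 50; inconclusive means mean below 50 but at least one replicate at or above 50; inactive means mean and every replicate below 50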
aSyn 5UTR inh = MLPCN primary screen, SNCA 5' untranslated region; alpha-synuclein 5'UTR reporter, inhibitor activity; inhibition, % (tested at 7.5 µM); 0.82% of 300,000 active; AID 1813, 2009; in the data active means inhibition above about 60%; inconclusive means no clear call, values can overlap the other calls;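 further: H4 neuroglioblastoma cells stably carrying SNCA 5'UTR luciferase fusion; 0% = DMSO wells and 100% = positive control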
HIF act = HIF pathway transcriptional activators, primary screen, cell-based, U2OS HRE-luciferase, luminescence; U2OS HRE-luciferase reporter; normalized: DMSO 0%, desferrioxamine 100%; activation, % at 7.5 µM (by protocol); 0.32% of 300,000 active; AID 1910, 2009;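 active means mean activation of at least 10% of the iron chelator positive control signal, with at least half of replicates also reaching 10%; inconclusive means mean and replicate majority disagree about reaching 10%; inactive means mean and most replicates under 10%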
HSF1 inhib = HSF1 inhibitors in luciferase reporter cells, primary screen, cell-based, NIH3T3, luminescence. NIH3T3-HGL HSE-luciferase, MG132-induced, luminescence 8 h; hits give low values. activity change, negative = inhibition, % at 7.5 µM (by protocol). 0.77% of 300,000 active. AID 2098, 2009;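 active means more than half of replicate wells show activity change below -50%, luminescence cut by over half; inconclusive means some wells, but at most half, below -50%; inactive means no replicate well below -50%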;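 further: luciferase reports HSF-1 transcriptional activity via heat shock element; 0% = median of DMSO wells and -100% = zero luminescence signal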
HDAC3 inh = HDAC3 deacetylase inhibitors, primary screen, biochemical, fluorescence, cell-free homogeneous; AID 2718, 2010; 0.15% of 320,000 active; Histone deacetylase 3 (Homo sapiens), O15379; recombinant HDAC3, fluorogenic peptide/trypsin coupled; inhibition, % at 8.3 µM; in the data active means inhibition above about 26%, passing the limit was not always enough; inconclusive means no clear call, values can overlap the other calls
Target sequence (O15379 whole entry, looked up): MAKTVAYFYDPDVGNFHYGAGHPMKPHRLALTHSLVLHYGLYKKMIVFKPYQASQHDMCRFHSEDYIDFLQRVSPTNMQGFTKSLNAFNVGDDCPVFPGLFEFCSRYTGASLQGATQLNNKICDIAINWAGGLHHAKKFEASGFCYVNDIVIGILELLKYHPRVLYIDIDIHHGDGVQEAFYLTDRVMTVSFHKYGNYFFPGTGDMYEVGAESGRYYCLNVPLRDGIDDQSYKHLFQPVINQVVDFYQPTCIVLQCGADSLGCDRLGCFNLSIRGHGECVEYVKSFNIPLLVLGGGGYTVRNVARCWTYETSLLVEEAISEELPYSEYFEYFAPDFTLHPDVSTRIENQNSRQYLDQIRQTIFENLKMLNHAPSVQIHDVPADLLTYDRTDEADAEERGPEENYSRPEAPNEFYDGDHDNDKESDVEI
KLF5 inhibitor = KLF5 expression inhibitors, primary screen, DLD-1 cells, luminescence; DLD-1 KLF5 promoter-luciferase reporter; inhibition, % at 5 µM; 0.23% of 290,000 active;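 active means inhibition above a per-plate limit of that plate's mean compound inhibition plus 3 SD, cut at about 60% in these data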;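 further: 0% = DMSO wells and 100% = LY294002 at 200 µM; higher means less KLF5 promoter-driven luciferase light; inactives centre near -14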
IEC-6 tox = cytotoxicity in IEC-6 intestinal epithelial cells, primary screen, cytotoxicity control for KLF5 inhibitor project, cell-based, luminescence. IEC-6 cytotoxicity, luminescence viability. inhibition, % at 5 µM. 0.78% of 290,000 active; in the data active means inhibition above about 22%;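 further: 0% = plate median of test compound wells and 100% = cytotoxic reference compound wells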
HSF-1 act = HSF-1 activators, primary screen, NIH3T3-HGL cells, MG132 stress, luminescence, single point; NIH3T3-HGL HSF-1 luciferase reporter, 8 h; 100% = twice DMSO control signal; activation, % at 9 µM; 1.7% of 300,000 active; AID 504408, 2011;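 active means mean replicate activation of at least 50% with a set share of replicates each reaching 50%; inconclusive means only one of those two conditions met; inactive means mean below 50% and too few replicates reaching it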;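 further: 0% = median of the neutral control wells and 100% = twice that signal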
* marks the source's active call; other numbers are inactive results; ? = inconclusive; . = not tested or not shown.

smiles	HSP90 refold inh	aSyn 5UTR inh	AI-2 QS modul	HSF-1 act	KLF5 inhibitor	HDAC3 inh	HIF act	Platelet DG rel	HSF1 inhib	IEC-6 tox
COc1cccc(CNC(=O)C2CCN(S(=O)(=O)N3CCC4(CC3)OCCO4)CC2)c1	2	10	25	-9	-13	-3	-0.1	-2	-10	-5
O=C1Nc2ccccc2N2CCCC12 (centres undefined)	-1	-2	3	40	-14	2	-1.0	-4	21	-4
Cc1ccc(C)c(N2CCN(C(=O)COc3cc(=O)n(C)c4ccccc34)CC2)c1	-3	11	6	-1	-28	-1	-0.4	-8	-1	0
CS(=O)(=O)N1CCC(Oc2ccccc2C(=O)NCCCc2cccnc2)CC1	3	26	2	-4	-10	-5	-0.1	-1	-2	1
COC(=O)c1cc(S(=O)(=O)N2CCN(c3ccc(F)cc3)CC2)c[nH]1	3	-11	4	2	-3	-10	0.3	0	0	3
O=C(Cn1cnc2sc(-c3ccccc3)cc2c1=O)NCc1ccccc1	1	-39	-5	10	4	.	2.1	-8	0	-3
O=C(c1ccc(OC2CCN(CCc3ccccc3)CC2)cc1)N1CCCC(CCCO)C1 (centres undefined)	-5	-1	-2	-4	-8	13	44*	-2	-5	-3
O=C1CC2(CCN(C(=O)c3ccc(F)c(F)c3)CC2)Oc2ccccc21	.	13	22	4	.	-5	-0.4	-6	3	.
CCOc1ccc(Cc2noc3c2C(=O)CCC3)cc1OCC	3	-1	30	-3	6	4	0.3	4	0	6
COc1cc(NC(=O)NCC2CCN(Cc3ccc(C)cc3)CC2)cc(OC)c1OC	-1	26	13	-9	-13	2	-1.7	0	-2	4
CCCC(C(=O)NCc1ccco1)N(Cc1ccco1)C(=O)CNS(=O)(=O)c1ccccc1 (centres undefined)	0	2	17	6	4	0	-0.2	8	7	6
O=C(COC(=O)CSc1ccc2ccccc2c1)NCc1ccc2c(c1)OCO2	3	18	10	1	-9	3	0.1	2	3	-5
Cc1cc(F)ccc1NCC(=O)Nc1ccccc1Br	-1	-19	16	-3	-14	1	2.6	-3	-6	3
CC(=O)Nc1cccc2c1Cc1ccccc1-2	0	-159	9	16	-87	-1	1.5	1	9	-4
C[N+](C)(C)CCNC(=O)c1c(O)c2c([nH]c1=O)CCCC2	2	-3	4	-11	-6	-2	0.0	-1	3	4
CC1=C(C(=O)Nc2ccccc2C)C(c2cccnc2)n2nc(CCCO)nc2N1 (centres undefined)	-3	4	-1	-23	10	-3	0.4	-12	0	-2
O=C(Cc1ccc(Cl)cc1)N/N=C/c1ccccc1	3	22	-65	2	-65	-4	0.2	5	3	3
COc1ccc(OCc2nnc(SCC(N)=O)n2N)cc1	1	2	32	3	-20	1	-2.1	-3	1	-2
Cc1ccc(CNC(=O)N2CCN(C)CC2)cc1	-1	-8	13	0	-33	-6	.	9	-6	3
COc1ccc(/C=C/C(=O)NCC(=O)N/N=C(/C)c2ccco2)cc1	-3	-4	5	32	-15	0	0.2	-4	0	-5
CCOc1ccccc1NC(=O)Cc1coc2ccc(C)cc12	4	7	24	6	-12	-1	-1.0	-1	11	-4
Cc1ccc(C(=O)NCCNC(=O)Cc2ccccc2)cn1	0	0	13	-26	-15	3	-0.3	-4	-18	6
O=C(NCC(=O)N(c1cccnc1)C(C(=O)NC1CCCC1)c1ccccc1)c1ccco1 (centres undefined)	-2	3	-2	3	0	-5	-0.7	-3	0	6
Cc1ccc(S(=O)(=O)N(CC(=O)N2CCN(c3ccccc3F)CC2)C2CCCCC2)cc1	8	25	5	5	-27	13	-0.6	-3	-1	-2
COc1ccc(N(C(=O)CNC(=O)c2ccco2)C(C(=O)NC2CCCC2)c2cccnc2)cc1 (centres undefined)	1	-12	33	3	-11	-5	-15	-2	1	5
O=[N+]([O-])c1c(-c2cn[nH]c2)n[nH]c1-c1cn[nH]c1	3	1	4	-5	-22	?	0.1	0	-3	3
CCOc1ccc(CNc2ccc3c(c2)ncn3C(C)(C)C)cc1	1	-84	13	-12	-43	-3	1.0	5	8	7
CSCC[C@H](NC(=O)OC(C)(C)C)c1nnc(SCc2ccc(F)cc2)o1	-2	.	31	.	-11	5	.	.	.	-3
COc1ccc(Cc2nnc(NC(=O)Nc3ccccc3F)s2)cc1OC	-1	15	-5	-8	-16	0	1.1	-5	8	-1
CN(C)c1ccc(/C=C2\SC(N3CCCCC3)=NC2=O)cc1	45*	36	23	-62	-168	2	-2.4	3	?	0
O=C(c1ccccc1F)N1CCN=C1c1ccccc1	2	-10	7	21	-66	2	-0.8	1	2	0
Cc1cc(Br)ccc1NC(=O)CN(C)C(=O)CN1C(=O)NC2(CCCC2)C1=O	.	-10	7	6	.	-2	-0.1	19	-4	.
Cc1ccc(NC(=O)c2ccc(Cl)c(NC(=O)c3cccs3)c2)cc1	3	-51	25	0	-94	12	2.7	8	12	10
CCN(CC)CCCNC(=S)N(CCO)Cc1cc2cc3c(cc2[nH]c1=O)OCCO3	5	10	9	5	-60	0	-7.2	-1	-6	0
Cc1oc(-c2ccccc2)cc1C(=O)Nc1ccc(N(C)C)cc1	-2	-21	20	18	-89	-2	-0.6	-2	7	-5
CNC(=O)C(C#N)(Cc1cc(C(C)=O)ccc1OC)Cc1cc(C(C)=O)ccc1OC	1	15	7	5	4	0	-0.2	15	-7	4
COc1ccc(N(C(=O)CNC(=O)c2ccco2)C(C(=O)NC2CCCCC2)c2cccnc2)cc1 (centres undefined)	3	2	7	8	0	5	0.2	-2	2	-4
COCc1nc2sc(C)c(C)c2c(=O)[nH]1	4	-4	5	-1	-17	1	0.7	-9	-3	2
CC(C)N1C(=O)CCC1C(=O)NC1CCCC1 (centres undefined)	-4	2	18	-7	-35	9	-0.2	-8	-6	0
Cc1ccccc1NC(=O)CN1CCC(NC(=O)Nc2ccccc2)CC1	-1	18	9	19	-24	0	0.2	-1	0	4
CCOC(CNC(=O)C(=O)Nc1cc2c3c(c1)CCN3C(=O)CC2)OCC	4	-4	35	-18	7	-5	0.4	-10	-2	1
CCOC(=O)c1c(C)[nH]c(C(=O)COC(=O)CCSc2ccccc2)c1C	0	-40	28	16	4	6	-0.3	-1	1	4
Cc1c(CN2CCC(CO)(CC3CCCCO3)CC2)cnn1C (centres undefined)	0	23	11	14	4	4	-0.2	-3	-1	3
COc1ccccc1/C=C\C=N\n1c(-c2ccc(Cl)cc2)n[nH]c1=S	3	0	18	-13	2	9	0.0	-10	1	-4
CC(C)(O)[C@@H]1Cc2c(ccc3ccc(=O)oc23)O1	-2	11	27	-7	-4	-193	-6.5	-12	-1	-6
COc1cccc(/C=C2\SC(=S)N(CCCC(=O)N3CCCCC3CCO)C2=O)c1 (centres undefined)	7	3	9	2	-10	-4	-0.8	-1	-1	0
Cc1ccc(C(C(=O)NC2CCCC2)N(C(=O)Cc2cccs2)c2ccc3c(c2)OCCO3)cc1 (centres undefined)	1	7	23	14	19	1	-0.5	-8	4	2
COC(=O)COC(=O)c1ccccc1NC(=O)c1ccccc1	-6	-18	13	12	-31	-2	-0.2	5	1	-2
Cc1ccc(CSc2nnc(-c3ccc(NS(=O)(=O)c4ccccc4)cc3)o2)cc1	0	6	-6	16	18	0	-0.2	13	-2	3
CCN(CC)S(=O)(=O)c1ccc(NC(=O)c2cnc(C)cn2)cc1	1	0	20	19	-20	0	-0.4	0	1	-1
O=C(OCc1ccc([N+](=O)[O-])cc1)C1CC(=O)N(Cc2ccccc2Cl)C1 (centres undefined)	2	-2	0	40	-9	1	2.5	12	24	8
CC1CN(S(=O)(=O)c2ccc(NC(=O)CCCN3C(=O)c4ccccc4C3=O)cc2)CC(C)O1 (centres undefined)	-1	29	8	9	-28	.	-0.1	4	-8	0
CCCCNC(=O)CCn1c(=S)[nH]c2cc3c(cc2c1=O)OCO3	0	8	7	27	-15	-11	0.2	-13	-1	-2
Cc1ccc2cccc(Oc3ncnc4sc(C)c(C)c34)c2n1	2	19	26	0	11	-6	-0.2	2	-9	6
COc1ccc(NS(=O)(=O)c2cc(Cl)ccc2Cl)cc1S(=O)(=O)N1CCCCC1	-1	7	4	4	-32	2	-0.3	16	-2	-6
CCc1nnc(NS(=O)(=O)c2ccc(NC(=O)COc3ccc(Cl)c(C)c3)cc2)s1	1	31	7	31	26	-4	-0.3	0	17	-7

Reprinted from above, 5 compounds:
smiles	HSP90 refold inh	aSyn 5UTR inh	AI-2 QS modul	HSF-1 act	KLF5 inhibitor	HDAC3 inh	HIF act	Platelet DG rel	HSF1 inhib	IEC-6 tox
CCN(CC)S(=O)(=O)c1ccc(NC(=O)c2cnc(C)cn2)cc1	1	0	20	19	-20	0	-0.4	0	1	-1
O=C(OCc1ccc([N+](=O)[O-])cc1)C1CC(=O)N(Cc2ccccc2Cl)C1 (centres undefined)	2	-2	0	40	-9	1	2.5	12	24	8
CC1CN(S(=O)(=O)c2ccc(NC(=O)CCCN3C(=O)c4ccccc4C3=O)cc2)CC(C)O1 (centres undefined)	-1	29	8	9	-28	.	-0.1	4	-8	0
CCCCNC(=O)CCn1c(=S)[nH]c2cc3c(cc2c1=O)OCO3	0	8	7	27	-15	-11	0.2	-13	-1	-2
Cc1ccc2cccc(Oc3ncnc4sc(C)c(C)c34)c2n1	2	19	26	0	11	-6	-0.2	2	-9	6

Copied from the list.
Cc1c(CN2CCC(CO)(CC3CCCCO3)CC2)cnn1C (centres undefined) in HSP90 refold inh = 0
CCN(CC)S(=O)(=O)c1ccc(NC(=O)c2cnc(C)cn2)cc1 in HIF act = -0.4
Cc1ccc(C(C(=O)NC2CCCC2)N(C(=O)Cc2cccs2)c2ccc3c(c2)OCCO3)cc1 (centres undefined) in HSF1 inhib = 4

Outcome played no part in choosing rows; 5% or so of the library scored in one or more.
